TNAP activators: human TNAP enzyme activators, primary screen, biochemical, luminescent, no phosphate acceptor, uHTS (AID 1001); purified TNAP, luminescent activation assay, no phosphate acceptor; higher activation fold means a stronger effect; activation fold at 20 µM; hits with a dose series show EC50 in µM; actives 0.03% (n = 200,000); in the data active = activation fold from about 3, or a potency from the dose series; inactive = the rest, 99 in 100 with activation fold below about 1.6; also: many of its hits are not listed in these tables
Lipid droplet: modulators of hepatic lipid droplet formation; AML12 mouse hepatocytes, oleate lipid droplets, BODIPY imaging; inhibition, % at 6.5 µM; actives 0.4% (n = 240,000);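 active = lipid droplet intensity inhibited by at least 50%, with more than 500 cells counted; inconclusive = wells with under 300 cells, treated as cytotoxic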
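Material – mouse AML12 hepatocyte cell line, fixed after treatment · Compound dosing – one dose, 6.5 µM compound · Times – compound with oleate, overnight · Measured by – Image-based BODIPY and DAPI two-channel analysis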
SIAH1 antagonists: blockers of Siah-1 interaction with plectin peptide – biochemical, fluorescence polarization, rhodamine-plectin, uHTS, primary screen (AID 1817). Siah-1 / rhodamine-plectin peptide fluorescence polarization; higher % means a stronger effect. displacement, % at 20 µM, or IC50 in µM where a hit was titrated. actives 0.02% (n = 290,000);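 active = displacement of at least 50% at 20 µM, with a fluorescence ratio check between 0.3 and a set limit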;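 also: plate controls were Siah plus tracer with DMSO for no effect and tracer alone without Siah for full effect; strong numbers were not always called active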
XIAP antagonists: XIAP antagonists, biochemical, IAP family, fluorescence polarization (AID 1018) | XIAP BIR domain, fluorescence polarization peptide displacement; higher % means a stronger effect | displacement, % at 20 µM; hits with a dose series show IC50 in µM | actives 0.007% (n = 200,000); in the data active = displacement above about 50%; also: a part of the inactive calls stands beside numbers as strong as those of hits
PMI inhibition: MPI inhibition at elevated mannose 6-phosphate – biochemical, fluorescence intensity, high mannose 6-phosphate, primary screen (AID 1220); actives 0.66% (n = 190,000); recombinant PMI enzyme, coupled fluorescence intensity; higher % means a stronger effect; inhibition, % at 20 µM; hits with a dose series show IC50 in µM
K1F lysis inhibition: protection from phage-mediated lysis, alamar blue read-out – E. coli UTI89, K1F phage, bacterial capsule biogenesis inhibitors (AID 488966). E. coli UTI89 K1F phage lysis, alamar blue, 2 h; higher % means a stronger effect. inhibition, % at 100 µM, or IC50 in µM where a hit was titrated. actives 0.02% (n = 340,000);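 active = phage lysis inhibition, versus mean bacterial control, above a set limit; inconclusive = no clear call, values can overlap the other calls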;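 also: capsule biogenesis inhibitors block K1F phage lysis so surviving cells raise fluorescence; higher fluorescence means more inhibition of phage lysis; actives were called in the ten point dose series up to 300 µM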
M1AAP inhibition: P. falciparum M1AAP inhibitors, biochemical, fluorogenic H-Leu-NHMec substrate, 1536-well (AID 1445). recombinant M1AAP, H-Leu-NHMec fluorogenic kinetic assay; higher % means a stronger effect. one-dose inhibition, % at 30 µM; IC50 in µM for titrated hits. actives 0.42% (n = 220,000);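 active = primary inhibition above the hit cutoff, then over 50% inhibition at one or more dose response concentrations, cut at about 23% in these data, passing the limit was not always enough; inconclusive = conflicting primary data, or primary hits not chosen for dose response; inactive = low primary inhibition, or under 50% at every dose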;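 also: plate controls were DMSO full reaction for no effect and no enzyme background for full effect; strong numbers were not always called active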
PMI inhibitors: inhibitors of human PMI, primary screen, biochemical, fluorescence intensity, coupled assay (AID 1209); inhibition, % at 20 µM, or IC50 in µM where a hit was titrated; purified PMI enzyme, coupled fluorescence intensity; higher % means a stronger effect; actives 0.42% (n = 190,000);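 also: plate controls were DMSO vehicle for no effect and wells lacking substrate for full effect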
M17LAP inhibition: P. falciparum M17LAP inhibitors, primary screen, biochemical, fluorogenic H-Leu-NHMec substrate, 1536-well (AID 1619) | one-dose inhibition, % at 30 µM; IC50 in µM for titrated hits | actives 0.38% (n = 220,000) | recombinant M17LAP, H-Leu-NHMec fluorogenic kinetic assay; higher % means a stronger effect;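 active = compound inhibiting the enzyme by more than half at any dose during confirmatory dose-response retesting; inconclusive = strong single-dose inhibitors picked by rank but not retested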;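 also: plate controls were full reaction with DMSO carrier for no effect and no enzyme background for full effect; strong numbers were not always called active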
Lipid droplet cells 6.5 µM: also measured in Lipid droplet; calls as there; cell count; measured here: cell count, cytotoxicity flag;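 cells counted across two imaged fields per well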
The depositor's hits bear a star; [ ] = another dose, or the depositor's remark. Rule as the data show it, unless noted: active = inhibition above about 50%; inactive = the rest.

How did O=C(NCC1COc2ccccc2O1)C1C2C=CC3(CN(Cc4ccccc4Cl)C(=O)C13)O2 (stereo not given) do in these assays?
TNAP activators: 1.1; Lipid droplet: -29; SIAH1 antagonists: -2%; XIAP antagonists: 0.5%; PMI inhibition: 2%; K1F lysis inhibition: 1.4%; M1AAP inhibition: -4%; PMI inhibitors: 5%; M17LAP inhibition: inconclusive; Lipid droplet cells 6.5 µM: 725

Results for Cc1nc2ccc(Br)cn2c1C(=O)N/N=C\c1ccccc1[N+](=O)[O-] ?
TNAP activators: 1; Lipid droplet: -5; SIAH1 antagonists: 2%; XIAP antagonists: -5.6%; PMI inhibition: -3%; M1AAP inhibition: 8%; PMI inhibitors: -4%; M17LAP inhibition: -2%; Lipid droplet cells 6.5 µM: 604

How did C=C1N(C)c2cc([N+](=O)[O-])c(N)cc2C1(C)C do in these assays?
TNAP activators: 0.8; Lipid droplet: -4; SIAH1 antagonists: 14%; XIAP antagonists: -4.3%; PMI inhibition: 11µM*; K1F lysis inhibition: -0.9%; M1AAP inhibition: 6%; PMI inhibitors: 94%*; M17LAP inhibition: 29%; Lipid droplet cells 6.5 µM: 721

How did CC(C)CCn1c(N2CCOCC2)nc2c1c(=O)n(CC(N)=O)c(=O)n2C do in these assays?
TNAP activators: 1; SIAH1 antagonists: -2%; XIAP antagonists: -1.7%; PMI inhibition: 6%; K1F lysis inhibition: 0.5%; M1AAP inhibition: 9%; PMI inhibitors: -2%; M17LAP inhibition: 2%

Results for CC(=O)NC(c1cccs1)c1cc([N+](=O)[O-])c2cccnc2c1O (stereo not given) ?
TNAP activators: 0.8; Lipid droplet: 0; SIAH1 antagonists: -12%; XIAP antagonists: -5.8%; PMI inhibition: 43%; K1F lysis inhibition: -11%; M1AAP inhibition: -6%; PMI inhibitors: 12%; M17LAP inhibition: 41%; Lipid droplet cells 6.5 µM: 460

What do the screens show for `O=NN(CCc1ccncc1)c1ccc(OCc2ccccc2)cc1`?
TNAP activators: 1; Lipid droplet: -2; SIAH1 antagonists: -1%; XIAP antagonists: -9.4%; PMI inhibition: -1%; K1F lysis inhibition: 0.4%; M1AAP inhibition: 7%; PMI inhibitors: -13%; M17LAP inhibition: 0%; Lipid droplet cells 6.5 µM: 684

Results for O=C(Cn1nnc(-c2ccccc2)n1)N=Nc1c(O)[nH]c2ccccc12 ?
TNAP activators: 1; Lipid droplet: 5; SIAH1 antagonists: 20%; XIAP antagonists: -2.6%; PMI inhibition: -2%; K1F lysis inhibition: 0.4%; M1AAP inhibition: 10%; PMI inhibitors: 3%; M17LAP inhibition: 1%; Lipid droplet cells 6.5 µM: 779

How did CCOC(=O)N1CCC(NC(=O)c2cccn3c(=O)c4cc(Br)ccc4nc23)CC1 do in these assays?
TNAP activators: 0.9; SIAH1 antagonists: 4%; XIAP antagonists: -3.8%; PMI inhibition: 5%; K1F lysis inhibition: -0.1%; M1AAP inhibition: 3%; PMI inhibitors: 1%; M17LAP inhibition: 0%

Results for Cc1nn(C)c(C)c1S(=O)(=O)N1CCC(C(=O)NC2CCCCC2)CC1 ?
TNAP activators: 1.1; SIAH1 antagonists: 5%; XIAP antagonists: 2.2%; PMI inhibition: -4%; K1F lysis inhibition: 0.6%; M1AAP inhibition: 11%; PMI inhibitors: -1%; M17LAP inhibition: 11%

How did CCc1c(C)nc2c(Br)cccc2c1SCCC#N do in these assays?
TNAP activators: 1; Lipid droplet: -4; SIAH1 antagonists: 2%; XIAP antagonists: -0.5%; PMI inhibition: -37%; K1F lysis inhibition: 0.1%; M1AAP inhibition: 1%; PMI inhibitors: -28%; M17LAP inhibition: -4%; Lipid droplet cells 6.5 µM: 699

Results for CCOC(=O)C1CCCN(C(=O)CN2C(=O)c3ccccc3C2=O)C1 (stereo not given) ?
TNAP activators: 1.1; Lipid droplet: -1; SIAH1 antagonists: -1%; XIAP antagonists: 0.7%; PMI inhibition: -2%; K1F lysis inhibition: 0.4%; M1AAP inhibition: 6%; PMI inhibitors: 2%; M17LAP inhibition: 1%; Lipid droplet cells 6.5 µM: 654

How did Cc1nn(-c2ccccc2)c(C)c1/C=N/NC(=O)c1cc(-c2cccs2)[nH]n1 do in these assays?
TNAP activators: 0.2; Lipid droplet: inconclusive; SIAH1 antagonists: -4%; XIAP antagonists: -4.5%; PMI inhibition: 5%; K1F lysis inhibition: 0.1%; M1AAP inhibition: 11%; PMI inhibitors: 14%; M17LAP inhibition: -16%

Results for O=c1[nH]c(SCc2c(Cl)cccc2Cl)nc2ccccc12 ?
TNAP activators: 1.1; SIAH1 antagonists: 7%; XIAP antagonists: -0.8%; PMI inhibition: -4%; K1F lysis inhibition: -0.5%; M1AAP inhibition: 0%; PMI inhibitors: 0%; M17LAP inhibition: -7%

How did Cc1nn(Cc2ccc(C(=O)Nc3ccccc3C(F)(F)F)o2)c(C)c1Br do in these assays?
TNAP activators: 1.1; SIAH1 antagonists: -3%; XIAP antagonists: -7.4%; PMI inhibition: 7%; K1F lysis inhibition: -0.1%; M1AAP inhibition: 5%; PMI inhibitors: 13%; M17LAP inhibition: 11%

Results for O=C(CCn1c(=S)[nH]c2ccccc2c1=O)NCCSCc1ccccc1 ?
TNAP activators: 1; Lipid droplet: -5; SIAH1 antagonists: 2%; XIAP antagonists: -7.1%; PMI inhibition: -6%; K1F lysis inhibition: 0.5%; M1AAP inhibition: -1%; PMI inhibitors: -7%; M17LAP inhibition: -9%; Lipid droplet cells 6.5 µM: 687

Copied from the entries so far for reference:
How did Cc1nn(-c2ccccc2)c(C)c1/C=N/NC(=O)c1cc(-c2cccs2)[nH]n1 do in these assays?
TNAP activators: 0.2; Lipid droplet: inconclusive; SIAH1 antagonists: -4%; XIAP antagonists: -4.5%; PMI inhibition: 5%; K1F lysis inhibition: 0.1%; M1AAP inhibition: 11%; PMI inhibitors: 14%; M17LAP inhibition: -16%

Results for O=c1[nH]c(SCc2c(Cl)cccc2Cl)nc2ccccc12 ?
TNAP activators: 1.1; SIAH1 antagonists: 7%; XIAP antagonists: -0.8%; PMI inhibition: -4%; K1F lysis inhibition: -0.5%; M1AAP inhibition: 0%; PMI inhibitors: 0%; M17LAP inhibition: -7%

How did Cc1nn(Cc2ccc(C(=O)Nc3ccccc3C(F)(F)F)o2)c(C)c1Br do in these assays?
TNAP activators: 1.1; SIAH1 antagonists: -3%; XIAP antagonists: -7.4%; PMI inhibition: 7%; K1F lysis inhibition: -0.1%; M1AAP inhibition: 5%; PMI inhibitors: 13%; M17LAP inhibition: 11%

Results for O=C(CCn1c(=S)[nH]c2ccccc2c1=O)NCCSCc1ccccc1 ?
TNAP activators: 1; Lipid droplet: -5; SIAH1 antagonists: 2%; XIAP antagonists: -7.1%; PMI inhibition: -6%; K1F lysis inhibition: 0.5%; M1AAP inhibition: -1%; PMI inhibitors: -7%; M17LAP inhibition: -9%; Lipid droplet cells 6.5 µM: 687

(cont.)
How did CCCCc1nnc(NC(=O)C=C(C)C)s1 do in these assays?
TNAP activators: 1.1; Lipid droplet: 22; SIAH1 antagonists: -4%; XIAP antagonists: 19%; PMI inhibition: 11%; K1F lysis inhibition: 0.6%; M1AAP inhibition: 2%; PMI inhibitors: 16%; M17LAP inhibition: 5%; Lipid droplet cells 6.5 µM: 751

How did Cc1cc(C)nc(SCC(=O)N/N=C/c2cccc([N+](=O)[O-])c2)n1 do in these assays?
TNAP activators: 1.1; Lipid droplet: -1; SIAH1 antagonists: 7%; XIAP antagonists: -3.5%; PMI inhibition: 18%; K1F lysis inhibition: 0.8%[50 µM]; M1AAP inhibition: 4%; PMI inhibitors: 21%; M17LAP inhibition: -6%; Lipid droplet cells 6.5 µM: 647

Results for O=C1CCC/C1=C/Nc1ccc2c(c1)OCO2 ?
TNAP activators: 1; Lipid droplet: 26; SIAH1 antagonists: 6%; XIAP antagonists: -1.6%; PMI inhibition: 17%; K1F lysis inhibition: 0.5%; M1AAP inhibition: 4%; PMI inhibitors: 27%; M17LAP inhibition: 11%; Lipid droplet cells 6.5 µM: 613

What do the screens show for `O=C(Oc1ccc(=O)n(-c2ccccc2)n1)c1ccccc1`?
TNAP activators: 1.1; SIAH1 antagonists: -1%; XIAP antagonists: -4.4%; PMI inhibition: -2%; K1F lysis inhibition: 0.5%; M1AAP inhibition: -3%; PMI inhibitors: 0%; M17LAP inhibition: 0%

How did Cc1nn(CCOc2ccccc2)c(=O)n1-c1ccc(Cl)cc1 do in these assays?
TNAP activators: 1.1; Lipid droplet: 9; SIAH1 antagonists: 0%; XIAP antagonists: -5.4%; PMI inhibition: -3%; K1F lysis inhibition: 0.9%; M1AAP inhibition: -2%; PMI inhibitors: -10%; M17LAP inhibition: -5%; Lipid droplet cells 6.5 µM: 686

How did O=C1Nc2ccccc2C1(c1ccccc1)c1ccccc1 do in these assays?
TNAP activators: 1.1; SIAH1 antagonists: 0%; XIAP antagonists: -2.2%; PMI inhibition: 13%; K1F lysis inhibition: -0.9%; M1AAP inhibition: -1%; PMI inhibitors: 16%; M17LAP inhibition: 10%

Results for Cc1cc(C)c(NC(=O)C2C3/C=C\CCCCC32)c(C)c1 (stereo not given) ?
TNAP activators: 1.1; SIAH1 antagonists: 5%; XIAP antagonists: -4.2%; PMI inhibition: -1%; K1F lysis inhibition: 0.9%; M1AAP inhibition: 2%; PMI inhibitors: 0%; M17LAP inhibition: 9%

What do the screens show for `COc1cccc(-c2nc(CS(=O)CC(=O)NCc3ccccc3Cl)c(C)o2)c1` (stereo not given)?
TNAP activators: 1.2; SIAH1 antagonists: -5%; XIAP antagonists: -2.8%; PMI inhibition: -4%; K1F lysis inhibition: 1.3%; M1AAP inhibition: 4%; PMI inhibitors: -5%; M17LAP inhibition: 15%

Results for Clc1ccc(Cc2nn3c(Cn4nnc5ccccc54)nnc3s2)cc1 ?
TNAP activators: 0.9; Lipid droplet: -8; SIAH1 antagonists: 1%; XIAP antagonists: -2.5%; PMI inhibition: 7%; K1F lysis inhibition: -0.1%; M1AAP inhibition: 13%; PMI inhibitors: 9%; M17LAP inhibition: 16%; Lipid droplet cells 6.5 µM: 596

How did Cc1cc(C)nc(NC(=NCCc2c[nH]c3ccccc23)NC(=O)Nc2ccccc2)n1 do in these assays?
TNAP activators: 1.2; Lipid droplet: 24; SIAH1 antagonists: 6%; XIAP antagonists: -6.5%; PMI inhibition: 18%; K1F lysis inhibition: 7.0%; M1AAP inhibition: 7%; PMI inhibitors: 26%; M17LAP inhibition: 10%; Lipid droplet cells 6.5 µM: 634

High-throughput results (PubChem BioAssay)
